14-3-3 PPI – modulators of 14-3-3 gamma protein binding, primary screen, biochemical, fluorescence polarization. FP, 14-3-3gamma / TMR-pS259-Raf peptide binding. actives 0.19% (n = 160,000). inhibition, % at 40 µM; in the data active means inhibition above about 30%;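 further: 0% = protein plus tracer without compound and 100% = blank with tracer alone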
Target sequence (P61981 whole entry, looked up): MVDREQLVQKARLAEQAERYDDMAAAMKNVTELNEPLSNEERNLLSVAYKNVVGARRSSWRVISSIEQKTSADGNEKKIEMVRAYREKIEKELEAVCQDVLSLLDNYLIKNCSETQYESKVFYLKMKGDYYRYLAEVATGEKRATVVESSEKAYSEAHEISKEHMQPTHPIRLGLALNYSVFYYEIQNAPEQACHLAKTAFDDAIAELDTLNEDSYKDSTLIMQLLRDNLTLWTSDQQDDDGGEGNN
* marks the source's active call; other numbers are inactive results; & = joins results of further samples. These rows are one share of the data; count on the stated rates, not on these rows.

SMILES | 14-3-3 PPI
COc1cc2nc(N3CCN(C(=O)c4ccco4)CC3)nc(N)c2cc1OC | -13&-4
O=C1CCCc2oc3c(Cl)cc(NS(=O)(=O)c4cc([N+](=O)[O-])ccc4Cl)cc3c21 | -17
CCOC(=O)c1nc(Cl)c(Cl)c(Nc2ccc(N(CC)CC)cc2)c1Cl | -4
Cc1cc(=O)n2nc(-c3ccccc3)sc2n1 | -5
O=C(NC1CCCC1)C1c2ccccc2C(=O)N1CCCN1CCOCC1 (stereo not drawn) | 2&0
COC(=O)c1ccc2nc(-c3ccccc3)c(-c3ccccc3)nc2c1 | -16
CCOC(=O)c1cc2c(=O)n3ccccc3nc2n(Cc2ccco2)c1=NC(=O)c1cccc(OC)c1 | -25
Cc1c2c(nc3c(C(=O)NC4CC4)cnn13)CCCC2 | -1
CCc1ccccc1NC(=O)c1c(NC(=O)c2ccco2)sc2c1CCC2 | -59
COc1ccc(-c2cc(C(F)(F)F)n3nc(C(=O)NC(C)(C)C)c(Cl)c3n2)cc1OC | 6
Cc1cc(OCCN2CCCC2)ccc1C(C)C | -1
Cc1ccc(S(=O)(=O)Nc2cccc(-c3cn4ccsc4n3)c2)cc1 | 5&-7
CCOC(=O)C1CCN(C(=O)CSCCSCC(=O)N2CCC(C(=O)OCC)CC2)CC1 | 3
CC(C)CCNC(=O)CN(Cc1ccc2c(c1)OCO2)C(=O)CCC(=O)Nc1ccccn1 | -1
Cc1ccc(-c2csc(N)n2)cc1 | 0
Cc1cc(C)nc(NS(=O)(=O)c2ccc(NC(=O)CSc3cccc4cccnc34)cc2)n1 | -5
O=C1c2ccc(Oc3cccc([N+](=O)[O-])c3)cc2C(=O)N1c1cccc2ccccc12 | 4
COc1ccccc1C(=O)C(=O)c1ccccc1 | -28
Cc1ccccc1NC(=O)Cn1c(=O)n(C)c2ccccc21 | -6
Cc1n[nH]c(C)c1S(=O)(=O)N1CCC(C(=O)NCCc2ccc(Cl)cc2)CC1 | -6
Cc1ccc(-c2nc(=S)c3c(n2CCN2CCOCC2)CC(C)(C)OC3)cc1 | -1
CC(=O)C1=C(O)C(=O)N(c2ccc(C(=O)O)c(O)c2)C1c1ccccc1 (stereo not drawn) | -7
Cc1[nH]nc2oc(=O)c(CCO)c(C)c12 | 0
COc1ccc(NCc2nnc(SCC(=O)Nc3cccc(C)c3)o2)cc1 | -9
CCCc1[nH]c(C(=S)SCC)cc1CC | -68
CCOC(=O)NC1(C(F)(F)F)N=C(c2ccccc2)NC1=O (stereo not drawn) | -4
O=C(C1=C(O)C(=O)N(CCN2CCOCC2)C1c1ccccc1)c1cccs1 (stereo not drawn) | -5&-5
Fc1cccc(C2CC(c3cccc(Br)c3)Nc3nnnn32)c1 (stereo not drawn) | -11
Cc1nc2sc(C(c3cccs3)N3CCN(C)CC3)c(O)n2n1 (stereo not drawn) | -3
CCn1c(Cc2ccc(OC)cc2)nnc1SCC(=O)Nc1nc2ccccc2s1 | 9
Cc1cc(NC(=O)COc2ccccc2)nc2c1c(=O)oc1ccccc12 | -32
CCCOc1ccc2c3c(onc13)-c1ccccc1C2=O | -67
O=[N+]([O-])c1ccc(N2CCCC2)cc1NCC(O)c1ccccc1 (stereo not drawn) | -3
COC(=O)c1ccccc1NC(=O)c1sc2cccc(Cl)c2c1Cl | -4
CCOc1ccccc1C(=O)Nc1nc2ccccc2s1 | 7
CSc1cccc(Nc2cc(C(=O)NC3CCCCC3)c3ccccc3n2)c1 | -5
COc1ccc(Cl)cc1NC(=O)CN(Cc1ccc(Br)cc1)S(=O)(=O)c1ccccc1 | -4
CC1CN(C(=O)Cc2ccc(-c3ccccc3)cc2)CC(C)O1 (stereo not drawn) | -10
Cc1ccc(CNS(=O)(=O)c2ccc([N+](=O)[O-])cc2)cc1 | 8
COc1ccc(CCNC(=O)CN2CCCc3ccccc32)cc1OC | 1
Cc1ccccc1Cn1nc(C)c(NC(=O)c2noc3c2CC(C(C)(C)C)CC3)c1C (stereo not drawn) | 2&-6
COC(=O)c1c(N)n(-c2ccc(C)cc2C)c2nc3ccccc3nc12 | -5
COc1ccc(Cl)cc1NC(=O)c1nc2nc(C)cc(C(F)F)n2n1 | -14
COc1ccc(-n2nc3cc(C)c(NC(=O)c4ccccc4OC)cc3n2)cc1 | -8
COC(=O)c1c(NC(=O)C2C3C=CC(C3)C2C(=O)O)sc2c1CCCCC2 (stereo not drawn) | -18
O=C(Nc1cccc(NC(=O)c2ccc(-c3ccc(Cl)cc3)o2)c1)c1ccco1 | -33
O=C(CCNS(=O)(=O)c1cccs1)N1CCc2ccccc2C1 | -6&1
O=c1[nH]c(=S)[nH]c2scc(-c3ccc(Br)cc3)c12 | -7

3 records drawn at random from those above, as already listed:
SMILES | 14-3-3 PPI
COC(=O)c1c(NC(=O)C2C3C=CC(C3)C2C(=O)O)sc2c1CCCCC2 (stereo not drawn) | -18
O=C(CCNS(=O)(=O)c1cccs1)N1CCc2ccccc2C1 | -6&1
COc1ccc(Cl)cc1NC(=O)CN(Cc1ccc(Br)cc1)S(=O)(=O)c1ccccc1 | -4

Following part
SMILES | 14-3-3 PPI
N#CC1=C(N)C(C#N)(C#N)C(c2cccnc2)C2CCCC=C12 (stereo not drawn) | -16
c1ccc(OCc2nn3c(C4CCCCC4)nnc3s2)cc1 | 2
O=C(NC1CCCCC1)C1CC(=O)N(c2ccccc2)C1 (stereo not drawn) | -2
CC(C)Oc1ccc(Br)cc1C=Nc1c(-c2ccco2)nc2ccccn12 | -15
CCOC(=O)N1CCN(C(=O)c2ccc(-n3c(=S)[nH]c4ccccc4c3=O)cc2)CC1 | -9
Cc1sc2nc(CCCCCN3C(=O)c4cccc5cccc(c45)C3=O)n(CCO)c(=O)c2c1C | -3
Cn1cnnc1SCCn1c(N2CCCCC2)nc2c1c(=O)[nH]c(=O)n2C | -14
O=c1c2ccccc2c(-c2ccc(Br)cc2)nn1-c1ccccc1 | 0
COc1cc(-c2cc(C(=O)O)c3c(OC)c(OC)c(OC)cc3n2)ccc1O | 1
CCn1cc(C(=O)Nc2cc(OC)c(OC)c(OC)c2)c(=O)c2ccc(C)nc21 | -4
CCN(CC(O)Cn1c2ccccc2c2ccccc21)S(=O)(=O)c1ccc(F)cc1 (stereo not drawn) | -2
CCOC(=O)C1=C(C)Nc2nnnn2C1c1ccc(C(=O)OC)cc1 (stereo not drawn) | 4
Cc1ccc(CSc2nnc3c(n2)OC(c2ccco2)Nc2ccccc2-3)cc1 (stereo not drawn) | -28
Cc1cc(N2CCCCC2)nc2ccc(NC(=O)CCC(=O)N3CCN(Cc4ccccc4)CC3)cc12 | 2
CC(C)(C)C1(O)CC(C(F)(F)F)=NN1C(=O)c1cccc(Cl)c1 (stereo not drawn) | 5
Cc1c(NC(=O)c2cc3ccccc3o2)c(=O)n(-c2ccccc2)n1C | 6
Cc1cccc(OCC(=O)Nc2ccc3c(c2)nc(CCN2CCN(C)CC2)n3C)c1 | -13
CCOc1ccc(-n2nc3ccc(NC(=O)c4ccc5ccccc5c4)cc3n2)cc1 | -3
Cc1ccc(NC(N)=Nc2nc(CSc3ccc(Cl)cc3)cc(=O)[nH]2)c(C)c1 | 4
CCC(=O)N1c2ccc(S(=O)(=O)NC(C)CC)cc2CC1C (stereo not drawn) | 5
CCC(C)NS(=O)(=O)c1ccc2nc(-c3ccccc3)[nH]c2c1 (stereo not drawn) | -15
COc1ccc(-n2cc(-c3ccccc3)nc2SCC(=O)Nc2ccc(F)cc2)cc1 | 0
CC(=O)c1cccc(NC(=O)NC2CCCCC2)c1 | -1
CSCC[C@H](NC(=O)OC(C)(C)C)c1nnc(SCC(=O)N(C)C)o1 | -4

Of the compounds above, 9 contain an aryl thioether with sulfur outside any ring:
SMILES | 14-3-3 PPI
Cc1cc(C)nc(NS(=O)(=O)c2ccc(NC(=O)CSc3cccc4cccnc34)cc2)n1 | -5
COc1ccc(NCc2nnc(SCC(=O)Nc3cccc(C)c3)o2)cc1 | -9
CCn1c(Cc2ccc(OC)cc2)nnc1SCC(=O)Nc1nc2ccccc2s1 | 9
CSc1cccc(Nc2cc(C(=O)NC3CCCCC3)c3ccccc3n2)c1 | -5
Cn1cnnc1SCCn1c(N2CCCCC2)nc2c1c(=O)[nH]c(=O)n2C | -14
Cc1ccc(CSc2nnc3c(n2)OC(c2ccco2)Nc2ccccc2-3)cc1 (stereo not drawn) | -28
Cc1ccc(NC(N)=Nc2nc(CSc3ccc(Cl)cc3)cc(=O)[nH]2)c(C)c1 | 4
COc1ccc(-n2cc(-c3ccccc3)nc2SCC(=O)Nc2ccc(F)cc2)cc1 | 0
CSCC[C@H](NC(=O)OC(C)(C)C)c1nnc(SCC(=O)N(C)C)o1 | -4

The list goes on.
SMILES | 14-3-3 PPI
O=C(Nc1cc(C(F)(F)F)ccc1Cl)c1cc(-c2cccc(Cl)c2)on1 | -12
COc1ccc(C2C(C(=O)OC3CCCCC3)=C(C)Nc3ncnn32)cc1Br (stereo not drawn) | -2
CC(=O)C1C(=O)CC(C)(O)C(C(C)=O)C1c1ccc(O)cc1 (stereo not drawn) | -2
Cc1nc2ncnn2c(C)c1Cc1ccccc1Cl | -1
COCCCNC(=O)c1cc2c(=O)n3ccccc3nc2s1 | -11
Cc1nn(-c2nnc(C)c(=O)[nH]2)c(C)c1SCC(=O)Nc1ccc(F)cc1 | -6
Cc1ccc(-n2c(SCc3ccc(C#N)cc3)nnc2-c2ccccn2)cc1 | 1
O=C(NCC1COc2ccccc2O1)C1COc2ccccc2O1 (stereo not drawn) | -6
COc1ccc(CC(NC(C)=O)C(=O)NC2CCN(c3nnnn3-c3ccccc3)CC2)cc1 (stereo not drawn) | -7
CC(=O)Nc1ccc(NC(=O)c2oc(=O)c3ccccc3c2-c2ccccc2)cc1 | -7
O=C(Nn1cnnc1)c1cc2c(s1)CCCC2 | -5
COCC(=O)N(CCc1ccc(OC)cc1)Cc1nc2ccccc2c(=O)[nH]1 | -6
NNc1nncc2ccccc12 | -2
COc1ccc(NC(=O)Cn2c([N+](=O)[O-])cnc2C)cc1Cl | -4
O=C1CCCN1CCP(=O)(O)CN1CCCC1=O | 5
CCOC(=O)CN1C(=O)C(O)(C2CCc3ccccc3C2=O)c2ccccc21 (stereo not drawn) | -9
O=C(CSc1nnnn1-c1ccccc1)Nc1ccc(N2CCOCC2)c(Cl)c1 | 2
CC1CN(c2ncnc3c2oc2ccccc23)CC(C)O1 (stereo not drawn) | 8
CC(=O)Nc1ccc(S(=O)(=O)N2CCC(N(C)CCC(C)C)CC2)cc1 | -9
O=C1NC(=O)C2C1ON(c1ccc(Cl)cc1)C2c1ccc(F)cc1 (stereo not drawn) | -16
CCOC(=O)c1cc2c(=O)n3ccccc3nc2n(CC(C)C)c1=NC(=O)c1ccc(OC)cc1 | -10
Cc1nn(-c2ccc(Cl)cc2)c2sc(C(=O)N3CCN(c4ccccn4)CC3)cc12 | 1
Cc1ccsc1C1Nc2ccc3ncccc3c2C2=C1C(=O)CC(C)(C)C2 (stereo not drawn) | -8
CCOC(=O)c1c(NC(=O)Cn2nc([N+](=O)[O-])c(Br)c2C)sc(C)c1C | -5
CC1=C(C(=O)OCCc2ccccc2)C(c2ccsc2)C2=C(CC(C)(C)CC2=O)N1 (stereo not drawn) | -7
CCCOC(=O)C1=C(C)NC2=C(C(=O)CC(C)(C)C2)C1c1ccc(O)c(OCC)c1 (stereo not drawn) | -18
CCCCC(=O)c1ccc(O)cc1 | -12
CC(C)NC(=O)CCCn1c(=S)[nH]c2cc3c(cc2c1=O)OCO3 | -9
COc1ccc(-c2oc3ncn(Cc4ccco4)c(=N)c3c2-c2ccc(OC)cc2)cc1 | -2
NC/C(=N\O)c1ccc(Cl)cc1Cl | -6
COC(=O)C1=C(C)N(C)C(C)=C(C(=O)OC)C1c1ccccc1OC | -3
CCn1c(SCC(=O)N2CCN(S(=O)(=O)c3ccccc3)CC2)nnc1-c1cccs1 | 5
CCOC(=O)C1=C(C)NC2=C(C(=O)CC(c3ccccc3)C2)C1c1ccncc1 (stereo not drawn) | 12
O=C(Nc1ccc(-n2nncc2-c2ccc(Br)cc2)cc1)c1ccc(F)cc1 | -7
COc1c(Br)c(CC(C)=O)c2cc(Br)ccc2c1OC | -3
COc1ccccc1NC(=O)CCc1c(C)[nH]c(=O)c(C#N)c1C | 2
CCOc1ccc2nc(SCC(=O)Nc3cccc(Cl)c3C)sc2c1 | -30
Cc1ccc(C)c(Nc2cc(N3CCCCCC3)c3nonc3c2[N+](=O)[O-])c1 | 5
CCc1cccc(N=c2oc3ccccc3cc2C(=O)Nc2nccs2)c1 | -2
C=CCN(C(=O)Cc1ccc(OC)cc1)c1nnc(-c2ccc(Cl)cc2)s1 | -7
CCn1c(=O)cc(OCC(=O)NCc2cccnc2)c2ccccc21 | -2
COc1cccc(-n2c(C)nc3c(cnn3-c3ccc(C)cc3)c2=O)c1 | -10
O=C(Oc1ccc(-c2ccccc2)cc1)c1cccnc1 | 3
COc1ccc(-c2nnc(SCC(=O)Nc3ncc(C)s3)n2-c2ccccc2)cc1OC | -5
Cc1nc2c(C(=O)NCc3ccc(F)cc3)cnn2c(C)c1Cc1ccccc1 | 3
Cc1ccccc1N(C)C(=O)Cc1c(C(=O)O)[nH]c2ccc(Cl)cc12 | -12
CCCCCn1c2ccccc2c2nc3cc(F)ccc3nc21 | 0
CCN(CC)C(=NS(=O)(=O)c1ccc(C)cc1C)c1ccccc1 | -5
O=C(CCCC1=NS(=O)(=O)c2ccccc2N1)N1CCN(c2ccc(Cl)cc2)CC1 | 1
COCCNC(=O)c1c(N)n(-c2cccc(C)c2)c2nc3ccccc3nc12 | 5

Screens (PubChem BioAssay)
